ROS inducer: ROS inducers in U2OS cancer cells, primary screen, cell-based, H2DCF-DA fluorescence | U2OS ROS induction | ROS induction (% of piperlongumine), % at 10 µM | 2% of 46,000 active | AID 624156, 2012; in the data active = ROS induction above about 79%, passing the limit was not always enough; inconclusive = no clear call, values can overlap the other calls;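 also: 0% = DMSO vehicle median and 100% = reference compound median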
Starred values were filed as active, the others as inactive; u = inconclusive. Some of the compounds tested; count on the stated rates, not on these rows.

SMILES | ROS inducer
C[C@@H]1CN([C@@H](C)CO)C(=O)c2cc(NC(=O)CCCN(C)C)ccc2O[C@H]1CN(C)C(=O)NC1CCCCC1 | -5
CCC(C)Sc1nc2ccccc2c(=O)[nH]1 (stereo unspecified) | 5
Cc1ccc2nc(C(F)(F)F)[nH]c2c1 | -14
O=S(=O)(NCC1CCCO1)c1ccc(Br)cc1 (stereo unspecified) | 30
C=C[C@H]1[C@H](O[C@@H]2O[C@H](CO)[C@@H](O)[C@H](O)[C@H]2O)OC=C2C(=O)N3Cc4c([nH]c5ccccc5c4=O)[C@@H]3C[C@H]21 | -3
C[C@@H]1CN([C@H](C)CO)C(=O)Cc2cc(NC(=O)Nc3ccc(C(F)(F)F)cc3)ccc2O[C@H]1CN(C)S(=O)(=O)c1ccc(F)cc1 | 12
COc1ccccc1C(=O)CSc1nnc(-c2ccccc2Cl)n1-c1ccccc1 | 56
COc1ccc(NC(=O)Nc2ccc3c(c2)CC(=O)N([C@@H](C)CO)C[C@H](C)[C@H](CN(C)S(=O)(=O)c2ccc(Cl)cc2)O3)cc1 | 18
COc1ccc(CN(C)C[C@@H]2Oc3c(NS(=O)(=O)c4ccccc4)cccc3C(=O)N([C@@H](C)CO)C[C@@H]2C)cc1 | -7
COc1cc(O)c(CC=C(C)C)c(O)c1C(=O)CCc1ccc(O)cc1 | 1
C[C@@H]1CCCCO[C@@H](CN(C)C(=O)CCC(F)(F)F)[C@@H](C)CN([C@H](C)CO)C(=O)c2cc(N(C)C)ccc2O1 | 13
Cc1cc(C)c2c(=O)n(CC(=O)NCCc3ccc(Cl)cc3)sc2n1 | -8
C=C(C)C(=O)O[C@H]1[C@H]2C(=C)C(=O)O[C@@H]2C[C@@H](C)/C=C/C(=O)[C@](C)(O)[C@@H]1OC(=O)C(=C)C | 56
C=C1C(=O)O[C@@H]2/C=C(/CO)CC/C=C(/C=O)C[C@@H](O)[C@@H]12 | 44
CNC[C@H]1Oc2ccc(NS(=O)(=O)c3ccccc3)cc2C(=O)N([C@@H](C)CO)C[C@H]1C | -2
C[C@H]1CN([C@@H](C)CO)C(=O)Cc2cc(NC(=O)NC3CCCCC3)ccc2O[C@@H]1CN(C)S(C)(=O)=O | 6
CNC[C@@H]1Oc2ccc(NC(=O)Cc3ccccc3)cc2CC(=O)N([C@H](C)CO)C[C@@H]1C | -8
COc1ccc(NC(=O)CC2SC3=NCCN3C2=O)cc1 (stereo unspecified) | -10
Cc1ccc(S(=O)(=O)N(C)C[C@@H]2Oc3ccc(NS(=O)(=O)c4cccs4)cc3C(=O)N([C@@H](C)CO)C[C@H]2C)cc1 | -1
COc1ccccc1-c1c(C(F)(F)F)oc2cc(OCC(=O)Nc3cc(C)ccc3C)ccc2c1=O | 31
Cc1ccc(C(=O)NCCCn2ccnc2)cn1 | -3
Nc1nc2ccccc2n1CCN1CCCCC1 | -6
Cn1c(Cc2cccc3ccccc23)nnc1SCC(=O)N1CCc2ccccc21 | -2
Cc1noc(C)c1NC(=O)N(C)C[C@H]1Oc2ccc(NS(=O)(=O)c3ccc(F)cc3)cc2C(=O)N([C@@H](C)CO)C[C@H]1C | -2
Cc1ccc(S(=O)(=O)N(C)C[C@@H]2OCCCC[C@@H](C)Oc3ccc(NS(=O)(=O)c4ccc(F)cc4)cc3C(=O)N([C@H](C)CO)C[C@@H]2C)cc1 | 56

In the list so far, these contain a carbonyl joined to an NH by a bond outside any ring.
SMILES | ROS inducer
C[C@@H]1CN([C@@H](C)CO)C(=O)c2cc(NC(=O)CCCN(C)C)ccc2O[C@H]1CN(C)C(=O)NC1CCCCC1 | -5
C[C@@H]1CN([C@H](C)CO)C(=O)Cc2cc(NC(=O)Nc3ccc(C(F)(F)F)cc3)ccc2O[C@H]1CN(C)S(=O)(=O)c1ccc(F)cc1 | 12
COc1ccc(NC(=O)Nc2ccc3c(c2)CC(=O)N([C@@H](C)CO)C[C@H](C)[C@H](CN(C)S(=O)(=O)c2ccc(Cl)cc2)O3)cc1 | 18
Cc1cc(C)c2c(=O)n(CC(=O)NCCc3ccc(Cl)cc3)sc2n1 | -8
C[C@H]1CN([C@@H](C)CO)C(=O)Cc2cc(NC(=O)NC3CCCCC3)ccc2O[C@@H]1CN(C)S(C)(=O)=O | 6
CNC[C@@H]1Oc2ccc(NC(=O)Cc3ccccc3)cc2CC(=O)N([C@H](C)CO)C[C@@H]1C | -8
COc1ccc(NC(=O)CC2SC3=NCCN3C2=O)cc1 (stereo unspecified) | -10
COc1ccccc1-c1c(C(F)(F)F)oc2cc(OCC(=O)Nc3cc(C)ccc3C)ccc2c1=O | 31
Cc1ccc(C(=O)NCCCn2ccnc2)cn1 | -3
Cc1noc(C)c1NC(=O)N(C)C[C@H]1Oc2ccc(NS(=O)(=O)c3ccc(F)cc3)cc2C(=O)N([C@@H](C)CO)C[C@H]1C | -2

Additional results:
SMILES | ROS inducer
Cc1cc(NC(=O)C(C)n2sc3ccccc3c2=O)ccc1Br (stereo unspecified) | -3
CC(C)NC(=O)N(C)C[C@@H]1Oc2ccc(NC(=O)Nc3ccc4c(c3)OCO4)cc2CC(=O)N([C@H](C)CO)C[C@@H]1C | 6
C[C@@H]1CN([C@@H](C)CO)C(=O)c2cccc(NC(=O)Nc3ccccc3)c2O[C@H]1CN(C)C(=O)NC1CCCCC1 | -7
COC(CNC(=O)Cn1ncc2c(=O)oc3ccccc3c21)OC | -11
CC(C)CNC(=O)[C@@]1(C)c2ccccc2C(=O)N(Cc2cc(F)cc(C(F)(F)F)c2)[C@H]1c1ccc(CO)cc1 | 14
C[C@@H]1CN([C@@H](C)CO)C(=O)Cc2cc(NS(C)(=O)=O)ccc2O[C@@H]1CN(C)S(=O)(=O)c1ccccc1 | 4
CCOc1ccc(S(=O)(=O)N(CC(=O)NCc2ccccc2)c2ccccc2)cc1 | -9
C[C@@H]1CCCCO[C@@H](CN(C)Cc2ccc(C(=O)Nc3ccccc3N)cc2)[C@@H](C)CN([C@H](C)CO)C(=O)c2cc(NS(=O)(=O)c3cn(C)cn3)ccc2O1 | 1
Cc1ccc(C)c(N(C)C(=O)c2cc3c(s2)-c2ccccc2SC3)c1 | 9
COc1cc(OC)c(NC(=O)CSc2nnc(-c3ccccc3)n2C)cc1Cl | -22
C[C@@H]1CN([C@H](C)CO)C(=O)c2cccc(NC(=O)c3cnccn3)c2O[C@H]1CN(C)C(=O)NC1CCCCC1 | -5
CC(=O)OC/C(=C\COc1cc(=O)oc2cccc(C)c12)CCC=C(C)C | 110*
C[C@H]1CN([C@@H](C)CO)C(=O)c2cccc(NC(=O)CCCCCC(=O)Nc3ccccc3N)c2O[C@@H]1CN(C)S(=O)(=O)c1cn(C)cn1 | -5
C[C@@H]1CN([C@@H](C)CO)C(=O)Cc2cc(N(C)C)ccc2O[C@@H]1CN(C)C(=O)NC1CCCCC1 | 2
O=C(COc1ccc2ccccc2c1)Nc1c2c(nn1-c1ccc(F)cc1)CS(=O)(=O)C2 | 4
C[C@H](CO)N1C[C@H](C)[C@H](CN(C)C(=O)Nc2cccc3ccccc23)Oc2ccc(NC(=O)CCN3CCOCC3)cc2C1=O | -4
Cc1ccc(S(=O)(=O)Nc2ccc3c(c2)CC(=O)N([C@H](C)CO)C[C@H](C)[C@H](CN(C)C(=O)Nc2c(C)noc2C)O3)cc1 | 3
Cc1ccc(Nc2nc(Oc3ccc(=O)[nH]n3)nc(N(C)C)n2)cc1 | 11
COc1ccc2c(c1)c1ncn(CCc3ccc(Cl)cc3)c(=O)c1n2C | 16
Cc1ccc(SC(C)C(=O)NCc2cccnc2)cc1 (stereo unspecified) | -1
C[C@H]1CN([C@@H](C)CO)C(=O)c2cc(NC(=O)Nc3cccc4ccccc34)ccc2O[C@@H]1CN(C)Cc1ccncc1 | 28
Cc1noc(C)c1S(=O)(=O)Nc1ccc2c(c1)C(=O)N([C@@H](C)CO)C[C@@H](C)[C@H](CN(C)Cc1ccncc1)O2 | -12
COc1ccc(S(=O)(=O)N(C)C[C@@H]2Oc3ccc(N(C)C)cc3C(=O)N([C@@H](C)CO)C[C@H]2C)cc1 | -16
c1ccc(CN(Cc2ccccc2)c2c3c(nc4ncnn24)CCC3)cc1 | 2
CNC(=O)CN(c1cccc(Br)c1)S(C)(=O)=O | -13

An excerpt of these results, field by field:
CCOc1ccc(S(=O)(=O)N(CC(=O)NCc2ccccc2)c2ccccc2)cc1
- ROS inducer: -9

Cc1cc(NC(=O)C(C)n2sc3ccccc3c2=O)ccc1Br (stereo unspecified)
- ROS inducer: -3

(listing goes on)
SMILES | ROS inducer
C[C@H](CO)N1C[C@H](C)[C@@H](CN(C)S(C)(=O)=O)Oc2c(cccc2N(C)C)C1=O | -15
C[C@@H]1CN([C@H](C)CO)C(=O)c2cccc(NC(=O)Nc3ccc(F)cc3)c2O[C@@H]1CN(C)C(=O)Nc1ccc(C(F)(F)F)cc1 | 5
C[C@@H]1CN([C@H](C)CO)C(=O)c2cccc(NC(=O)Nc3ccc4c(c3)OCO4)c2O[C@@H]1CN(C)C | -13
CC(C)NC(=O)N(C)C[C@H]1Oc2c(NS(=O)(=O)c3cn(C)cn3)cccc2C(=O)N([C@H](C)CO)C[C@@H]1C | u
COC(=O)c1ccccc1NC(=O)CNS(=O)(=O)c1c(C)cc(C)cc1C | -2
Cc1ccc(S(=O)(=O)N(C)C[C@H]2Oc3ccc(NC(=O)CCCCCC(=O)Nc4ccccc4N)cc3C(=O)N([C@@H](C)CO)C[C@H]2C)cc1 | 17
C[C@H]1CN([C@@H](C)CO)C(=O)c2cccc(NC(=O)Nc3ccccc3)c2O[C@@H]1CN(C)Cc1ccc(C(=O)Nc2ccccc2N)cc1 | 144*
COc1ccc(NC(=O)N(C)C[C@@H]2Oc3ccc(NS(=O)(=O)c4ccc(F)cc4)cc3CC(=O)N([C@H](C)CO)C[C@H]2C)cc1 | 0
CC(C)NC(=O)Nc1ccc2c(c1)CC(=O)N([C@H](C)CO)C[C@H](C)[C@H](CN(C)S(C)(=O)=O)O2 | -3
O=C(CCc1ccccc1)Nc1ccc(-c2nc3ccccc3o2)cc1 | 4
O=S1(=O)CC(N2CCCC2)c2ccccc21 (stereo unspecified) | -13
C[C@@H]1CN([C@H](C)CO)C(=O)c2cc(NS(=O)(=O)c3cccs3)ccc2O[C@@H]1CN(C)S(=O)(=O)c1cn(C)cn1 | -9
COc1ccc(NC(=O)Nc2ccc3c(c2)C(=O)N([C@@H](C)CO)C[C@H](C)[C@@H](CN(C)S(=O)(=O)c2ccccc2)O3)cc1 | -5
CC(=O)Nc1c(C(=O)O)oc2ccc(Br)cc12 | 9
O=C(NCCNc1ccc(C(F)(F)F)cc1[N+](=O)[O-])c1cccc(Br)c1 | 11
CCC(=O)Nc1ccc2nc(SCc3ccccc3C#N)sc2c1 | 3
C[C@H]1CN([C@@H](C)CO)C(=O)c2cc(NC(=O)C3CC3)ccc2O[C@@H]1CN(C)Cc1ccc(C(=O)O)cc1 | -3
C[C@@H]1CN([C@H](C)CO)C(=O)c2cc(NC(=O)NC3CCCCC3)ccc2O[C@H]1CN(C)S(=O)(=O)c1ccccc1 | 0
Cc1noc(C)c1NC(=O)Nc1ccc2c(c1)C(=O)N([C@H](C)CO)C[C@H](C)[C@H](CN(C)C(=O)C1CCCCC1)OCCCC[C@@H](C)O2 | -6
COC(=O)C[C@H]1C(C)(C)C2(O)OC34CC2C(=O)[C@]1(C)C3CC[C@]1(C)C4=CC(=O)O[C@H]1c1ccoc1 (stereo partly specified) | 64
Cc1noc(C)c1NC(=O)N(C)C[C@H]1Oc2c(NC(=O)Nc3ccc(F)cc3)cccc2C(=O)N([C@@H](C)CO)C[C@H]1C | -14
CCCc1cc(=O)oc2cc(OC(C(=O)OCC)c3ccccc3)c(Cl)cc12 (stereo unspecified) | 30
C=CCN1C(=O)CSC1=Nc1ccc(O)cc1 | -13
C[C@H]1CN([C@@H](C)CO)C(=O)c2cc(NC(=O)CCC(F)(F)F)ccc2O[C@@H]1CN(C)C(=O)Nc1ccc(F)cc1 | -2
Cc1ccc(S(=O)(=O)Nc2cccc3c2O[C@@H](CN(C)C(=O)Nc2ccc4c(c2)OCO4)[C@@H](C)CN([C@@H](C)CO)C3=O)cc1 | -1
(cont.)
SMILES | ROS inducer
CNC[C@H]1Oc2c(NC(=O)NC3CCCCC3)cccc2C(=O)N([C@H](C)CO)C[C@H]1C | -6
Cc1ccc(S(=O)(=O)N(C)C[C@@H]2Oc3ccc(NS(=O)(=O)c4ccccc4)cc3C(=O)N([C@H](C)CO)C[C@@H]2C)cc1 | -2
C[C@@H]1CN([C@@H](C)CO)C(=O)Cc2cc(NC(=O)Cc3cn(C)c4ccccc34)ccc2O[C@@H]1CN(C)S(=O)(=O)c1cn(C)cn1 | 1
C=CCn1c(SCC(=O)c2ccccc2)nnc1-c1sc2nc(C)cc(C)c2c1N | 35
C[C@@H]1CN([C@H](C)CO)C(=O)c2cc(NC(=O)CCCCCC(=O)Nc3ccccc3N)ccc2O[C@@H]1CN(C)Cc1ccc(Oc2ccccc2)cc1 | 0
CSc1nnc2c(n1)OC(C)Nc1ccccc1-2 (stereo unspecified) | 32
COCCN1C(=O)/C(=C/c2cn(CC(=O)OC)c3ccccc23)C(=O)N(c2ccccc2)C1=O | 93*
CC(C)C(NS(=O)(=O)c1ccccc1F)C(=O)O (stereo unspecified) | -7
Cc1noc(C)c1S(=O)(=O)N(C)C[C@H]1OCCCC[C@@H](C)Oc2ccc(NC(=O)c3ccccc3)cc2C(=O)N([C@H](C)CO)C[C@@H]1C | 12
C[C@@H]1CCCCO[C@@H](CN(C)Cc2ccncc2)[C@@H](C)CN([C@H](C)CO)C(=O)c2cc(NS(=O)(=O)c3ccc(F)cc3)ccc2O1 | 8
COc1cc2oc(-c3ccc(O)c(O)c3)c(OC)c(=O)c2c(O)c1OC | 34
CCOc1ccc(S(=O)(=O)N(CC(=O)N2CCC(C)CC2)c2ccccc2)cc1 | -5
C[C@H](CO)N1C[C@H](C)[C@H](CN(C)C(=O)Nc2ccc(F)cc2)Oc2ccc(NC(=O)CCN3CCOCC3)cc2C1=O | -10
COc1cccc(C(CC(=O)Nc2sc3c(c2C#N)CCCC3)NC(=O)c2ccccc2)c1 (stereo unspecified) | u
C[C@@H]1CN([C@@H](C)CO)C(=O)c2cc(NS(=O)(=O)c3ccccc3)ccc2O[C@@H]1CN(C)C(=O)Nc1cccc2ccccc12 | 7
C[C@@H]1CN([C@@H](C)CO)C(=O)c2cccc(NC(=O)c3nc4ccccc4s3)c2O[C@H]1CN(C)Cc1ccc(C(=O)O)cc1 | -3
